# High-throughput results as filed in PubChem BioAssay.
# TSG101-PTAP inh: inhibitors of HIV-1 PTAP binding to human TSG101, validation; Q99816; Fluorescence polarization, FITC-PTAP peptide/Tsg101, 20 min; Potency, µM (highest dose often 115 µM), for inactives: at the highest dose activity change, negative = inhibition, hits mostly inhibitors; 44,000 tested, under 10 active; AID 1347069; further: potency means the concentration at half of the fitted maximal effect; 0% is about no effect
#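 Fluorescence polarization binding of Tsg101 binding domain (10 uM final) to FITC-labeled PTAP-motif peptide (50 nM final) in HEPES pH 7.5/NaCl/Tween 20/EDTA/TCEP buffer; 20 min at r.t. Actives by curve class, <25 µM, efficacy <60% inhibition.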
# NTMT1 inh: inhibitors of human N-terminal methyltransferase NTMT1. NTMT1 MTase-Glo SAH luminescence, purified enzyme. AID 1645870. 59,000 compounds, 2.5% hits. Potency, µM (doses to about 114 µM), without a hit: at the top dose activity change, negative = inhibition, most hits filed as inhibitors;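 further: potency means the concentration at half of the fitted maximal effect; plate controls were DMSO vehicle for no effect and no enzyme for full effect; nearly all actives have a fitted effect of over 65% in size; many of its hits are not listed in these tables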
# FH mod: Identification of activators of human fumarate hydratase by quantitative high-throughput screening. AID 1347055, 2019. Potency, µM (titrated, usually from 79.9 µM), without a hit: top-dose activity change, negative = inhibition, actives largely listed as inhibitors. Fumarate hydratase, mitochondrial (Homo sapiens), P07954. 54,000 compounds, 0.22% hits. FH coupled MDH/diaphorase resazurin fluorescence, 15 min; further: potency means the concentration at half of the fitted maximal effect; on the % scale 0 is the no-effect control and ±100 the full control effect; the screen sought activators but most active calls are inhibition curves; nearly all actives have a fitted effect of over 45% in size
# Target sequence (P07954 whole entry, looked up): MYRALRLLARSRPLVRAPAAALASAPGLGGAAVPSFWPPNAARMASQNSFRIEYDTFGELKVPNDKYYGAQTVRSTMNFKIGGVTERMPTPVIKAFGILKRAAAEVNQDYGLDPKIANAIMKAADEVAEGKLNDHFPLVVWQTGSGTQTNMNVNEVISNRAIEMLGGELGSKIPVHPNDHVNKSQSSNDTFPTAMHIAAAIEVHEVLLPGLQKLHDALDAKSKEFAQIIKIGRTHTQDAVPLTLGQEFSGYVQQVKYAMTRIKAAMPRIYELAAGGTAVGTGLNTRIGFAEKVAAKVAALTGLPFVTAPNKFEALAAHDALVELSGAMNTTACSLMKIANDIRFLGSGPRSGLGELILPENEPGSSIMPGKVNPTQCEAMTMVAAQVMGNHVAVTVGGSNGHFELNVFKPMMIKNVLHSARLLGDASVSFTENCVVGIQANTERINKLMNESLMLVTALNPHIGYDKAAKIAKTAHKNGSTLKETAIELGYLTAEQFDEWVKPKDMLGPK
# GALK inhibitor: inhibitors of human galactokinase (GALK). Potency, µM (top dose mostly 57.5 µM), inactives show at the highest dose activity, negative = inhibition, most hits filed as inhibitors. P51570. recombinant GALK, Kinase-Glo ATP luminescence, 1 h. AID 1347072. 44,000 tested, under 10 active;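 further: plate controls were full GALK reaction for no effect and reaction lacking GALK for full effect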
# Target sequence (P51570 whole entry, looked up): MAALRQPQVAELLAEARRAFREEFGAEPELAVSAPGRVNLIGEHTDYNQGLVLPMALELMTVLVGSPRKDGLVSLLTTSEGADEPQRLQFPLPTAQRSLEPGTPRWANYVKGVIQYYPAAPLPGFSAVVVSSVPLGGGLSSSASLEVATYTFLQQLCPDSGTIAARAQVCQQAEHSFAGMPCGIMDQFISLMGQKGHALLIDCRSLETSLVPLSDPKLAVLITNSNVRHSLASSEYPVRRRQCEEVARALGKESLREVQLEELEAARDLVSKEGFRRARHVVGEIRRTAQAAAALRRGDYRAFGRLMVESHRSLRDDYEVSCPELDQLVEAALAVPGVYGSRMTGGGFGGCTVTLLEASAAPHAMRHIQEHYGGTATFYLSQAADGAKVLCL
#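 5 nM GALK; 35 uM ATP; 100 uM D-galactose; 20 mM HEPES pH 8.0, 5 mM MgCl2, 60 mM NaCl, 1 mM DTT, 0.01% BSA; 1 h RT; Kinase-Glo Plus luminescence.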
# p53null 32C tox: p53 null cell cytotoxicity, permissive temperature | H1299-neo p53 null cells, ATP luminescence, 24 h, 32C | Potency, µM (series often up to 46.1 µM), without a hit: at the top dose activity change, negative = cytotoxicity, usual class: cytotoxic | 55,000 compounds, 0.62% hits | AID 903;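 further: potency means the concentration at half of the fitted maximal effect; 0% = DMSO only and -100% = full killing by 100 µM tamoxifen; nearly all actives have a fitted effect of over 55% in size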
#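 Overnight 37C seeding (600 cells/well) of H1299-neo preceded a 24 hr, 32C exposure to compounds up to 46 uM. ATP levels, read by luminescence after 20 min at RT, indicated surviving cells.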
# p53null 39C kill: kills p53 null cells at the nonpermissive temperature | H1299 p53-null (neo) cells, 39C, ATPlite viability, 24 h | Potency, µM (highest dose often 46.1 µM), without a hit: top-dose activity, negative = cell killing, hits mostly cytotoxic | 55,000 compounds, 0.97% hits | AID 904;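 further: potency means the concentration at half of the fitted maximal effect; 0% = DMSO only and -100% = full killing by 100 µM tamoxifen; nearly all actives have a fitted effect of over 50% in size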
#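 Cells seeded at 600/well, 37C overnight. Compound added (up to 46 uM), plates shifted to 39C for 24 hr. ATPlite added, luminescence read after 20 min at room temperature.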
# B2AR arrestin ag: agonists recruiting beta-arrestin to human beta2-adrenergic receptor; HTLA Tango cells, beta-arrestin recruitment, luciferase luminescence, 18 h; P07550; Potency, µM (doses to about 46.1 µM), without a hit: top-dose activation, actives largely listed as activators; 44,000 tested, under 10 active;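 further: potency means the concentration at half of the fitted maximal effect; 0% = DMSO and full agonism = EC100 isoproterenol or metaproterenol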
#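 Luminescence read-out: arrestin recruitment to recombinant beta2-AR releases tTA, inducing luciferase. Cells exposed 18 hr at 37 degrees C to up to 46 microM compound; %Activity from corrected signal, concentration-response curves classified by r2, magnitude and efficacy.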
# Starred values were filed as active, the others as inactive; ? = inconclusive; nt = not tested or not shown; [ ] = another dose, or the depositor's remark. The call rests on the fitted dose curve; in most records, active means well fitted curve in the direction sought with a large enough effect; inconclusive means small, poorly fitted or top-dose-only effect, or another doubt; inactive means no such curve, though single readings can be large; an effect the other way counts as inactive or inconclusive. The list is partial; rates above refer to the full screens.
SMILES,TSG101-PTAP inh,NTMT1 inh,FH mod,GALK inhibitor,p53null 32C tox,p53null 39C kill,B2AR arrestin ag
COc1ccccc1CNC(=O)CSc1ccc(-c2sc(-c3ccccc3)nc2C)nn1,2%,5%,-19%,-6%,-1%,-3%,0%
CCOc1ccc(NC(=O)Cn2c(=O)n(CCc3ccccc3)c(=O)c3c4c(sc32)CCCC4)cc1,-8%,6%,-7%,-1%,5%,2%,0%
CCOc1ccc(CNC(=O)C2CCN(C(=O)N3CC(CC)Oc4ccccc43)CC2)cc1 (configuration not stated),-1%,-8%,-4%,1%,-5%,19%,1%
CCCCN(C)c1nc2c(S(=O)(=O)c3ccc(CC)cc3)nnn2c2ccc(Cl)cc12,2%,7%,-3%,8%,?,-20%,0%
CCOCCc1nn2c(=O)cc(COC(=O)c3ccccc3OC)nc2s1,2%,-5%,-2%,-2%,1%,1%,0%
COc1ccc(NC(=O)Cn2c(=O)n(Cc3ccccc3Cl)c(=O)c3cc(OC)c(OC)cc32)cc1OC,-1%,2%,1%,1%,-7%,-21%,-2%
Cc1cc2nn(-c3ccccc3)nc2cc1NC(=O)Cc1ccc(Cl)cc1,-1%,0%,-29%,0%,-2%,-10%,0%
COc1cc(C2c3c(oc4ccccc4c3=O)C(=O)N2c2nnc(C(C)C)s2)cc(OC)c1OC (configuration not stated),-1%,15%,-20%,0%,-1%,-8%,1%
CC1CCN(S(=O)(=O)c2ccc3c(c2)N(CC(=O)NCCN(C)C)C(=O)CS3)CC1,-3%,-20%,-4%,-4%,-1%,-20%,0%
O=C1CSC2(C(=O)N(Cc3ccccc3)c3ccccc32)N1c1cccc(F)c1 (configuration not stated),1%,12%,-20%,3%,19%,2%,2%
CCOC(=O)c1c(S(=O)(=O)NCC(=O)N2CCN(c3ccccc3OC)CC2)c(C)n(C)c1C,-4%,-4%,-11%,0%,-1%,6%,-3%
Fc1ccc(-c2nn(-c3ccccc3Cl)c3c2cnc2ccccc23)cc1,2%,2%,?,3%,?,18%,0%
Cc1nnc(SCC(=O)NCc2ccc(N(C)C)cc2)c2nn(-c3ccccc3)c(C)c12,-6%,-22%,-12%,1%,5%,29%,0%
COC(=O)c1sccc1S(=O)(=O)N(CC(=O)Nc1cc(C)cc(C)c1)c1ccc(Cl)cc1,3%,-6%,-20%,0%,7%,12%,-1%
COc1cc(NC(=O)Cn2c(=O)n(CC3CCCO3)c(=O)c3ccccc32)cc(OC)c1 (configuration not stated),4%,2%,?,6%,3%,-7%,0%
CC(C)c1ccc(Nc2cc(C(=O)NCc3cccs3)c3ccccc3n2)cc1,-5%,-10%,1%,0%,6%,-6%,0%
Cc1cccc(NS(=O)(=O)c2ccc3c(c2)CC(C)N3C(=O)C2CCC2)c1C (configuration not stated),-1%,3%,-21%,-3%,12%,-22%,1%
CCN(Cc1ccccc1)Cc1c(O)ccc2c(=O)c(-c3ccccc3OC)c(C(F)(F)F)oc12,-4%,-6%,-22%,-1%,2%,14%,-2%
CN(Cc1ccccc1)C(=O)c1cc2c(s1)-c1ccc(Cl)cc1SC2,-2%,-4%,-9%,7%,-7%,2µM*,-4%
Cc1ccc(COc2cccc3cc(-c4noc(-c5ccc(C)cc5)n4)c(=O)oc23)cc1,0%,-20%,-19%,7%,7%,10%,1%
COc1ccc(-c2cc(-c3ccccc3)nc3c2COc2ccc(Cl)cc2-3)cc1,-2%,?,-4%,9%,nt,nt,0%
COc1cccc(NC(=O)C2CCCN(S(=O)(=O)c3c(C)nn(C)c3C)C2)c1 (configuration not stated),-6%,10%,3%,-2%,-7%,2%,1%
CCOC(=O)c1ccccc1NC(=O)Cn1c(=O)n(Cc2nc(C)no2)c(=O)c2ccccc21,-7%,1%,2%,2%,5%,-1%,0%
CCCCc1nn2c(=O)cc(COC(=O)c3ccc(NC(=O)c4cccs4)cc3)nc2s1,-2%,5%,-2%,2%,-2%,14%,-1%
CCN(CC)c1ccc(NC(=O)C2COc3ccc(OC)cc3C2)c(C)c1 (configuration not stated),-2%,-10%,-25%,1%,-16%,?,?
SMILES,TSG101-PTAP inh,NTMT1 inh,FH mod,GALK inhibitor,p53null 32C tox,p53null 39C kill,B2AR arrestin ag
CN(C(=O)CSc1nnc2[nH]c(=O)cc(-c3ccccc3)n12)c1ccccc1,-4%,-16%,-3%,1%,?,20%,-4%
O=C(COc1ccccc1F)Nc1ccc2nc(SCc3ccccc3)sc2c1,1%,18%,-10%,0%,-2%,5%,-2%
O=C(Cn1nnc(-c2ccc(Cl)cc2)n1)NCc1ccc(F)cc1,-9%,-26%,2%,3%,5%,-4%,0%
Cc1ccc(OCC(=O)Nc2cccc(C(=O)OCc3cc(=O)n4cc(C)sc4n3)c2)cc1,1%,-5%,-20%,-1%,-1%,-7%,0%
O=C(c1cc2c(s1)-c1ccccc1OC2)N1CCN(c2ccccc2)CC1,-2%,-8%,-12%,1%,7%,-6%,1%
COc1ccc(Cn2c(=O)c3cccnc3n(CC(=O)Nc3ccc(C)c(F)c3)c2=O)cc1,1%,4%,-1%,2%,2%,-16%,1%
COc1cc(CNCCSc2nnnn2C)cc(Cl)c1OCc1ccccc1,-5%,-4%,-5%,-1%,8%,-12%,1%
CCCNC(=O)c1ccc2c(c1)N(Cc1cccc(C)c1)C(=O)c1ccccc1S2,-5%,7%,-25%,0%,5%,11%,4%
O=C(CN1C(=O)COc2ccc(S(=O)(=O)NC3CCCC3)cc21)Nc1ccc(F)c(Cl)c1,2%,?,?,0%,1%,9%,-1%
Cc1[nH]c(=O)[nH]c(=O)c1S(=O)(=O)N1CCN(c2ccccc2Cl)CC1,-4%,-5%,1%,1%,4%,9%,-3%
Cc1cccc(Cn2nnc3c(=O)[nH]c(C4CCN(C(=O)c5ccccc5F)CC4)nc32)c1,-11%,-2%,-8%,-12%,-1%,-6%,0%
Cc1ccccc1OCCSc1nc2ccc(NC(=O)c3cccs3)cc2s1,6%,19%,-15%,2%,-9%,19%,-4%
CCOc1ccccc1NC(=O)C(CC)Sc1nc2ncccc2[nH]1 (configuration not stated),-3%,5%,-9%,0%,-2%,-21%,1%
COc1cc(OC)c(NC(=O)Cn2c(=O)nc(-c3ccccc3)c3ccccc32)cc1Cl,-1%,?,-2%,2%,5%,-23%,-2%
CCOc1ccc(C(=O)Nc2ccccc2C(=O)OCc2cc(=O)n3nc(C4CC4)sc3n2)cc1,-5%,20%,-4%,2%,-2%,-26%,0%
CC(=O)N1CCc2c(sc3c2c(=O)n(-c2ccc(C)cc2)c(=O)n3CC(=O)Nc2ccccc2)C1,1%,10%,-13%,?,-14%,-8%,0%
Cc1cccc(NC(=O)c2c(Br)sc3c2CCCC3)c1,0%,7%,-15%,-5%,21%,6%,0%
Cc1ccc(C)c(N2CCN(C(=O)c3ccc4c(c3)N(Cc3ccc(F)cc3)C(=O)c3ccccc3S4=O)CC2)c1 (configuration not stated),-3%,-2%,-11%,2%,-4%,13%,1%
CC(C)Sc1ncc(Cl)c(C(=O)Nc2nnc(C(C)C)s2)n1,0%,6%,16%,8%,-1%,-13%,-1%
Cc1cc(C)c2nc(N3CCCC(C(=O)NCc4cccc(Br)c4)C3)sc2c1 (configuration not stated),2%,15%,-2%,6%,-4%,-16%,0%
COc1ccc(CCN2C(=O)CN(C3CCC(C)CC3)C(=O)C2c2ccc(OC(C)C)c(OC)c2)cc1OC (configuration not stated),1%,-4%,-16%,-2%,-14%,27%,1%
CCOc1ccc(Oc2nc(NCC(C)C)nc(NC(C)(C)C)n2)nn1,-1%,?,0%,-16%,6%,-17%,-2%
COc1ccc2cc3cc(C(=O)NCc4ccccc4OC)oc3nc2c1,-1%,6%,-20%,5%,19%,11%,0%
CCOC(=O)CCn1cnc2onc(-c3ccccc3Cl)c2c1=O,-1%,-3%,-12%,6%,-7%,-7%,-1%
COc1ccccc1CNC(=O)c1cc2cccc3c2n1CCS3,21%,-2%,-17%,2%,-7%,-10%,1%
SMILES,TSG101-PTAP inh,NTMT1 inh,FH mod,GALK inhibitor,p53null 32C tox,p53null 39C kill,B2AR arrestin ag
COc1ccc(-c2nc(SCCOc3ccccc3Cl)n3[nH]c(=O)cc3n2)cc1,0%,nt,nt,-1%,-9%,-22%,-1%
CCOc1ccc(CCNC(=O)C2CCN(C(=O)N3CC(CC)Oc4ccccc43)CC2)cc1 (configuration not stated),-2%,-5%,-5%,-3%,36%[activator],72%[activator],1%
Clc1ccc(CSc2nncn3c2cc2occc23)cc1,1%,?,-10%,?,-6%,-16%,0%
O=C(Nc1cccc(O)c1)c1noc2c1CCc1ccccc1-2,-2%,nt,nt,3%,5µM*,4µM*,1%
COC(=O)CCn1cnc2onc(-c3cc(F)cc(F)c3)c2c1=O,1%,-19%,-7%,-10%,-6%,10%,-2%
CC(C)c1ccc(Nc2ncnc3c2nc2n3CCCC2)cc1,-9%,79µM*,-8%,0%,-9%,?,3%
COc1ccc(C2C(=O)N(C3CCCCC3)CC(=O)N2C2CCCCC2)cc1 (configuration not stated),-1%,29%,1%,-1%,-5%,2%,-1%
Cc1ccc(-n2nnnc2CNC(=O)c2ccccc2S(C)(=O)=O)cc1C,-1%,0%,-4%,-1%,7%,8%,-1%
CSc1ccc(CNC(=O)c2ccc3c(c2)N(C)C(=O)C2CCCCN32)cc1 (configuration not stated),3%,7%,-23%,-4%,4%,2%,0%
Cn1c(=O)[nH]c2cc(-c3noc(-c4cccc(Cl)c4)n3)ccc21,-3%,1%,9%,2%,-6%,29%,0%
COCCCNC(=O)c1cnc2sc(N3CCCCC3)nn2c1=O,-5%,nt,nt,3%,-3%,-10%,0%
Cc1nnc(NC(=O)c2ccccc2)s1,0%,-2%,-4%,1%,-13%,17%,0%
Cc1ccc(S(=O)(=O)c2nnn3c2nc(NC2CCCCC2)c2sccc23)cc1,1%,-4%,-15%,0%,-5%,-13%,0%

# Reprinted at random: five compounds from above, in no set order.
SMILES,TSG101-PTAP inh,NTMT1 inh,FH mod,GALK inhibitor,p53null 32C tox,p53null 39C kill,B2AR arrestin ag
Clc1ccc(CSc2nncn3c2cc2occc23)cc1,1%,?,-10%,?,-6%,-16%,0%
COc1ccc(-c2nc(SCCOc3ccccc3Cl)n3[nH]c(=O)cc3n2)cc1,0%,nt,nt,-1%,-9%,-22%,-1%
CCOc1ccc(CCNC(=O)C2CCN(C(=O)N3CC(CC)Oc4ccccc43)CC2)cc1 (configuration not stated),-2%,-5%,-5%,-3%,36%[activator],72%[activator],1%
Cn1c(=O)[nH]c2cc(-c3noc(-c4cccc(Cl)c4)n3)ccc21,-3%,1%,9%,2%,-6%,29%,0%
O=C(Nc1cccc(O)c1)c1noc2c1CCc1ccccc1-2,-2%,nt,nt,3%,5µM*,4µM*,1%
